Nrf2 inh = Nrf2 pathway inhibition; actives 2.1% (n = 360,000); AID 504444; A549 ARE-Fluc reporter, luciferase luminescence, 18-24 h; Potency, µM (titrated, usually from 46 µM), for the others: at the highest dose activity change, negative = inhibition, usual class: inhibitors; further: potency means the concentration at half of the fitted maximal effect; on the % scale 0 is the no-effect control and ±100 the full control effect; nearly all actives have a fitted effect of over 60% in size
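Reporter: ARE-Fluc in A549. Exposure: 18-24 h, 37 °C, 5% CO2, 5% FBS OPTI-MEM. Readouts: fluorescent cytotoxicity (CellTiter-Fluor), then luminescent Nrf2 signal after BugLite.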
A549 viability = A549 cytotoxicity, counter-screen for Nrf2 inhibitors. actives 0.16% (n = 390,000). AID 504648. A549 ARE-Fluc cells, CellTiter-Fluor viability, 18-24 h. Potency, µM (series often up to 46 µM), inactives show at the highest dose activity change, negative = cytotoxicity, most hits filed as inhibitors; further: potency means the concentration at half of the fitted maximal effect; on the % scale 0 is the no-effect control and ±100 the full control effect
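Cytotoxicity counterscreen: CellTiter-Fluor fluorescence was measured in A549 ARE_Fluc cells after 18-24 h of compound exposure in a concentration series. The subsequent BugLite luminescent read reports ARE-luciferase activity.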
EPAC2 agonist = EPAC2 (human) agonism. Potency, µM (highest dose often 154 µM), for the others: top-dose activation, hits mostly activators. actives 0.079% (n = 360,000). EPAC2 activation, biochemical qHTS; response scale: 100% = 6.5 mM cAMP response; further: potency means the concentration at half of the fitted maximal effect; nearly all actives have a fitted effect of over 50% in size
Target sequence (Q8WZA2 whole entry, looked up): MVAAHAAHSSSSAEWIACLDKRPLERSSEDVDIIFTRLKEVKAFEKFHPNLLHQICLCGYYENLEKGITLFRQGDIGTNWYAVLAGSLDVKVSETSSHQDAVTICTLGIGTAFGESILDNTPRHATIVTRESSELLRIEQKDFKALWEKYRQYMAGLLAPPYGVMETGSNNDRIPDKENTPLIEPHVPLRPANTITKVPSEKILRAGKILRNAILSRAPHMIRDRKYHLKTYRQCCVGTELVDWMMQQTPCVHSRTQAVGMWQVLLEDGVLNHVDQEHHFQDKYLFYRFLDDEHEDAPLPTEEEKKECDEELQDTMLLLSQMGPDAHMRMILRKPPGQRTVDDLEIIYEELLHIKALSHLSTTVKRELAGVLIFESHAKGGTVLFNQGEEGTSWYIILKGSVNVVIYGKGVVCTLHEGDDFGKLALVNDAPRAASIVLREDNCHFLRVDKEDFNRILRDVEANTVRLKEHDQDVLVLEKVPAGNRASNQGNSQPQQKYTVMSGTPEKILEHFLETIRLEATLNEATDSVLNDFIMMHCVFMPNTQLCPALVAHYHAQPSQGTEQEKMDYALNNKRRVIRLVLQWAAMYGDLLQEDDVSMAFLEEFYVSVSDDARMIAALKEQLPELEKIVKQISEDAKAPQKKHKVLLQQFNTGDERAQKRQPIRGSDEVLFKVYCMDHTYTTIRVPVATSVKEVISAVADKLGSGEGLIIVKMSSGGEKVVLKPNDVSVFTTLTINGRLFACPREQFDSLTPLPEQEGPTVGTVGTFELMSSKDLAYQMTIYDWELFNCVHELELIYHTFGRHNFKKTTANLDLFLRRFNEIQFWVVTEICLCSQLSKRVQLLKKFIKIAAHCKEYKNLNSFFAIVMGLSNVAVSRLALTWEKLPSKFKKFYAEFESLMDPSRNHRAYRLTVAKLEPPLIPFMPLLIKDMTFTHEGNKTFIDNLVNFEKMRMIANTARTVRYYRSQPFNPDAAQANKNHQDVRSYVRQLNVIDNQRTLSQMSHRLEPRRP
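Setup: EPAC2 100 nM, labeled Rap1B complex 250 nM, free GDP 50 uM. Compound titrations pinned in, brief spin, 5 min room temperature incubation. Kinetic fluorescence read over 30 min, normalized to 6.5 mM cAMP.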
TGFb inhibitor = inhibitors of TGF-b signaling | Potency, µM (highest dose often 46.1 µM), for inactives: at the highest dose activity, negative = inhibition, hits mostly inhibitors | HepG2 CAGA-GFP TGF-b/SMAD3 reporter, GFP fluorescence, 18 h; TGF-beta stimulated, 500 pg/mL final | actives 1.2% (n = 410,000); further: potency means the concentration at half of the fitted maximal effect; on the % scale 0 is the no-effect control and ±100 the full control effect; nearly all actives have a fitted effect of over 65% in size
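GFP signal (ex488/em500-530) from TGF-beta-stimulated HEPG2 CAGA-GFP cells, 500 pg/mL final, 18 h at 37 degrees C in DMEM plus 1% FBS, normalized to unstimulated and DMSO-stimulated controls.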
EPAC2 antagonist = blocks human EPAC2 exchange factor; actives 0.18% (n = 360,000); Potency, µM (top dose mostly 114 µM), for the others: top-dose activity, negative = inhibition, most hits filed as inhibitors; EPAC2 GEF exchange of Rap1B-BODIPY-GDP, fluorescence; further: potency means the concentration at half of the fitted maximal effect; on the % scale 0 is the no-effect control and ±100 the full control effect; nearly all actives have a fitted effect of over 45% in size; many of its hits are not listed in these tables
Akt phos inh = blocks phosphorylation of Akt; activity change, % for hits at 50 µM; actives 0.32% (n = 360,000); Neuro2A IGF-stimulated pAkt S473 HTRF, 20 min; stronger effect = lower value; AID 651550; in the data active means activity change below about -80%; inconclusive means mostly about -51% to -80%; further: on the % scale 0 is the no-effect control and ±100 the full control effect
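Neuro2A cells in DMEM with 0.5% FBS, overnight at 37 deg C, given compound at single 50 µM final, then IGF (6 nM final) for 20 min at 37 deg C. Lysed; phospho-Akt Ser473 by HTRF after 24 h, 665/615 ratio.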
CCT modulator = cytosolic chaperonin activity modulation; AID 651819; activity change, % (no concentration beside the values), hits read low; purified chaperonin ATPase assay, HTRF ADP detection, 30 min; actives 0.3% (n = 360,000); in the data active means activity change below about -30%; further: on the % scale 0 is the no-effect control and ±100 the full control effect
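TRiC (40 or 20 nM final, by batch activity) in 30 mM Tris pH 7.4, 100 mM KCl, 5 mM MgCl2, 1 mM DTT was treated with compound at 76 uM single dose, then 10 uM ATP, 30 min at 37 °C. ADP was read by HTRF Transcreener.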
MmCpn inh = blocks the Methanococcus maripaludis chaperonin Mm-Cpn. purified Mm-Cpn ATPase, ADP Transcreener TR-FRET. Potency, µM (highest dose often 76.9 µM), for inactives: top-dose activity, negative = inhibition, actives largely listed as inhibitors. actives 0.031% (n = 330,000). AID 504842; further: potency means the concentration at half of the fitted maximal effect; on the % scale 0 is the no-effect control and ±100 the full control effect; nearly all actives have a fitted effect of over 80% in size
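Purified archaeal chaperonin (25 nM final) was preincubated with compound for 10 min at 37°C, then ATP (10 uM final) was added for 30 min at 37°C in Tris pH 7.4/KCl/MgCl2/DTT buffer. ADP was quantified by HTRF Transcreener TR-FRET.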
Nrf2 ARE act = Nrf2 pathway activation. AREc32 ARE-luciferase reporter (MCF7-derived line), luminescence, 24 h. Potency, µM (titrated, usually from 46.1 µM), without a hit: at the top dose activation, most hits filed as activators. actives 0.31% (n = 410,000). AID 624171; further: potency means the concentration at half of the fitted maximal effect; % of control where 0% means no effect; nearly all actives have a fitted effect of over 65% in size
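AREc32 cells carrying an ARE-driven firefly luciferase, 1000 cells/well in OPTI-MEM with 5% FBS, dosed after overnight attachment and incubated 24 hr at 37 deg C. Steady-Glo luminescence read after 30 min at RT.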
The depositor's hits bear a star; i = inactive; ? = inconclusive; . = not tested or not shown; [ ] = remark or other dose. Unless noted, the call rests on the fitted dose curve; in most records, active means well fitted curve in the direction sought with a large enough effect; inconclusive means small, poorly fitted or top-dose-only effect, or another doubt; inactive means no such curve, though single readings can be large; an effect the other way counts as inactive or inconclusive. A portion of the library, so the mix of outcomes need not match the whole.

SMILES | EPAC2 agonist | A549 viability | CCT modulator | EPAC2 antagonist | TGFb inhibitor | Nrf2 inh | MmCpn inh | Nrf2 ARE act | Akt phos inh
COC(=O)/C(N=Nc1cccc(C(F)(F)F)c1)=C(\C)O | ? | -2.5% | -5.8 | -12.0% | 28.4% | -2.2% | -1.9% | 1.0% | .
CCc1cccc(C)c1Nc1c(-c2ccc(F)cc2)nc2sccn12 | . | -3.3% | . | . | ? | ? | . | 6.7% | .
CCOc1ccc(C(=O)Nc2ccc(S(=O)(=O)N(Cc3ccccc3)c3ccccc3)cc2)cc1 | . | -10.1% | . | . | ? | 2.06µM* | . | -1.1% | .
Cc1cc(C)cc(NC(=O)CSc2nnc(NC(=O)C3CC3)s2)c1 | 2.5% | -7.6% | -1.6 | -3.3% | 5.5% | -6.8% | -2.4% | -1.0% | i
COc1ccccc1/C=C/C1=NC(=C\C=C/c2ccccc2)/C(=O)O1 | -16.2% | -5.4% | -0.7 | -14.1% | -0.4% | -6.9% | -1.3% | 3.0% | i
CCn1c(C(=O)NC(C)c2ccc3c(c2)OCCO3)cc2sccc21 (stereo not given) | 15.0% | 4.7% | -2.6 | 15.4% | ? | -1.2% | -2.3% | -0.4% | i
O=C(Nc1ccc2c(c1)OCCO2)Nc1ccc2c(c1)OCO2 | 4.5% | -6.5% | -1.4 | 10.8% | 20.0% | ? | 0.6% | -1.1% | i
O=C(c1ccco1)N1CCN(CC(=O)N2c3ccccc3CCc3ccccc32)CC1 | -11.6% | 0.0% | 0.6 | 12.2% | ? | -9.3% | -1.0% | -0.2% | i
N#C/C(=C/c1ccc(O)c([N+](=O)[O-])c1)C(=O)Nc1ccccc1 | 2.2% | ? | -2.3 | -18.4% | -5.9% | ? | -1.6% | 20.2% | i
C=CCNCCCOc1ccc(Cl)cc1Br | 5.0% | 1.7% | 0.8 | 2.7% | -0.5% | 16.5% | 0.7% | 6.9% | i
Cc1nc2cc(-c3cccc(F)c3)nn2c(C)c1CCC(=O)NCCc1ccccc1 | . | 2.1% | . | . | -13.2% | ? | . | 0.7% | .
N#CC1(NC(=O)COC(=O)C2=COCCO2)CCCCC1 | -4.9% | -2.3% | -0.3 | 9.3% | 10.2% | 11.7% | 0.3% | -1.1% | i

(further entries)
SMILES | EPAC2 agonist | A549 viability | CCT modulator | EPAC2 antagonist | TGFb inhibitor | Nrf2 inh | MmCpn inh | Nrf2 ARE act | Akt phos inh
CC1(C(=O)NS(=O)(=O)Cc2ccccc2C(F)(F)F)CCN1C(=O)Cc1ccccc1 (stereo not given) | -3.2% | . | 0.2 | 4.9% | 2.3% | . | . | 0.0%[9.22 µM] | i
Cc1ccc2ccccc2c1CSc1nc(N)nc2c1ncn2CC(C)C | 21.0% | ? | -1.7 | -26.5% | ? | ? | . | -0.1% | i
O=C(O)Cn1c(SCc2cccc3ccccc23)nc2ccccc21 | -5.6% | -5.4% | 0.0 | -15.1% | -7.4% | -6.7% | -0.3% | 0.0% | i
O=C1CN(C(=O)CN2CCN(S(=O)(=O)c3ccccc3F)CC2)c2ccccc2N1 | -2.5% | . | 0.3 | -8.6% | -8.8% | . | . | -1.8% | i
COc1ccc(N=C2SC(C(N)=O)CC(=O)N2Cc2ccc3c(c2)OCO3)cc1 (stereo not given) | -2.0% | 1.5% | -0.1 | -8.8% | -19.6% | 6.0% | 0.8% | 3.0% | i
COc1cccc(-n2cc3c(c2-c2ccccc2)c(=O)n(C)c(=O)n3C)c1 | 10.6% | -6.6% | -0.1 | 1.7% | 12.5% | . | -2.6% | 3.9% | i
COC(=O)c1ccc([C@H]2Nc3ccc(S(=O)(=O)Nc4ccc(F)cc4)cc3[C@H]3C=CC[C@H]32)cc1 | . | -3.2% | . | . | ? | 13.5% | . | 0.9% | .
CCOc1ccc(N2CC(c3nc4ccccc4n3CCCOc3ccccc3)CC2=O)cc1 (stereo not given) | . | ? | . | . | 11.2µM* | ? | . | -0.7% | .
COc1ccc(S(=O)(=O)N2CCN(C(=O)CCNC(=O)c3ccccc3Cl)CC2)cc1 | 2.9% | 12.6% | 0.1 | -0.6% | -11.6% | 0.3% | -5.3% | -0.2% | i
CC(NC(=O)C(Cc1ccccc1)n1cccc1)c1ccccc1 (stereo not given) | 4.2% | 1.6% | -0.1 | -3.2% | -24.5% | -5.2% | 0.3% | -0.6% | i
COC(CNC(=O)Cc1c(C)nc2c(-c3ccccc3)c(C)nn2c1C)OC | 5.6% | -5.5% | -1.1 | -2.2% | -6.6% | 13.0% | -4.1% | 0.0% | i
O=C(Nc1cccc(F)c1)NC1(C(=O)N2CCC(O)CC2)CCCCC1 | 2.5% | -0.6% | 0.4 | 0.6% | -24.7% | 1.6% | 0.4% | 0.1% | i

Additional compounds
SMILES | EPAC2 agonist | A549 viability | CCT modulator | EPAC2 antagonist | TGFb inhibitor | Nrf2 inh | MmCpn inh | Nrf2 ARE act | Akt phos inh
C=CCSc1nnc(NC(=O)c2cccc(S(=O)(=O)N3CCOCC3)c2)s1 | 0.3% | -5.2% | 1.5 | 6.7% | 23.1% | . | -1.1% | -0.4% | i
CN1CCC(=O)N([C@H](CSc2ccc(Br)cc2)Cc2ccccc2)CC1 | 0.2% | 2.0% | 1.9 | 1.7% | -17.0% | -3.9% | 0.4% | 4.9% | i
CC(=O)c1c(C)[nH]c(C)c1C(C)=O | 5.3% | 0.1% | -0.2 | 11.2% | 1.3% | 3.8% | -0.2% | 0.2% | i
N#CCc1nn(Cc2ccc(F)cc2)c(=O)c2ccccc12 | -4.8% | 10.5% | 0.1 | -24.4% | ? | -4.2% | 0.4% | -0.3% | i
COCCN(Cc1cc2cc3c(cc2nc1Cl)OCO3)C(=O)c1ccc(C)cc1 | 10.5% | -1.1% | -2.8 | -27.6% | ? | ? | -1.7% | 5.6% | i
CN(C)c1nc(N)c2ncc(=S)[nH]c2n1 | 10.6% | -11.3% | 1.3 | -18.4% | -9.2% | 4.3% | -1.7% | 25.8% | i
COC(=O)c1cc(-n2cccc2)ccc1N1CCOCC1 | 9.6% | -3.0% | -0.1 | 5.5% | 6.5% | -7.1% | 0.5% | 3.7% | i
CCOC(=O)Nc1ccc2c(c1)N(C(=O)CCN(CC)CC)c1ccccc1S2=O (stereo not given) | -2.5% | -3.2% | -1.0 | 7.0% | 14.1µM* | -15.7% | -0.3% | ? | i
CCN(CC)C(=O)C1=C(C)N(Cc2ccc(F)cc2)C(=O)C(CC(=O)NCCCCc2ccccc2)C1 (stereo not given) | 4.0% | . | -2.0 | 5.6% | -6.8% | . | . | -0.6% | i
COc1ccc(CN2CCC[C@]3(N[C@H](c4ccc(OC)cc4)[C@@H]4C(=O)N(C)C(=O)[C@@H]43)C2=O)cc1 | 10.7% | . | -1.5 | 2.5% | 11.7% | . | . | -0.6% | i
COc1ccc(C2NC(=O)NC(C)=C2C(=O)OC2CCCCC2)cc1 (stereo not given) | 4.7% | . | 1.8 | -12.4% | -9.5% | . | . | -0.2% | i
COc1cccc(CNc2ccc([N+](=O)[O-])cc2C)c1 | -4.1% | -11.6% | 0.4 | -22.2% | -2.4% | -18.3% | 0.0% | 3.4% | i

Full records, looked up by structure:
Shown for `COc1cccc(CNc2ccc([N+](=O)[O-])cc2C)c1` → EPAC2 agonist: -4.1%; A549 viability: -11.6%; CCT modulator: 0.4; EPAC2 antagonist: -22.2%; TGFb inhibitor: -2.4%; Nrf2 inh: -18.3%; MmCpn inh: 0.0%; Nrf2 ARE act: 3.4%; Akt phos inh: i
Shown for `COc1ccc(C2NC(=O)NC(C)=C2C(=O)OC2CCCCC2)cc1` (stereo not given) → EPAC2 agonist: 4.7%; A549 viability: .; CCT modulator: 1.8; EPAC2 antagonist: -12.4%; TGFb inhibitor: -9.5%; Nrf2 inh: .; MmCpn inh: .; Nrf2 ARE act: -0.2%; Akt phos inh: i

(next part)
SMILES | EPAC2 agonist | A549 viability | CCT modulator | EPAC2 antagonist | TGFb inhibitor | Nrf2 inh | MmCpn inh | Nrf2 ARE act | Akt phos inh
CCOC(=O)C1(C(F)(F)F)N=C(c2cccnc2)OC(N2CCCCC2)=N1 (stereo not given) | -1.7% | -5.5% | 1.4 | -0.9% | -6.7% | -21.6% | -0.2% | -0.1% | i
Cc1ccccc1OCc1nnc2c3cnn(C)c3ncn12 | -3.6% | 7.5% | -19.8 | -0.6% | 5.8% | 28.8% | -1.4% | 0.3% | i
COc1ccccc1N1CCN(C(=S)Nc2ccc(S(=O)(=O)N3CCOCC3)cc2)CC1 | 8.6% | -18.4% | -0.5 | -9.2% | ? | ? | 0.8% | 3.1% | i
Cc1ccc(CNS(=O)(=O)c2ccc3oc(C(=O)O)c(C)c3c2)cc1 | 2.7% | -5.0% | -2.4 | 14.4% | 2.3% | 11.8% | 2.0% | -0.1% | i
C[C@H](O)[C@@H]1CN2CCc3c([nH]c4ccccc34)[C@@H]2C[C@@H]1N(C)C(=S)NCCc1ccccc1 | 9.6% | . | -1.8 | -6.8% | ? | . | . | 6.4% | i
O=C(c1ccc(Nc2cccc(C(F)(F)F)c2)nc1)N1CCCC1 | -2.8% | -13.1%[1.84 µM] | -1.5 | -3.3% | -16.5% | -14.7% | -0.7% | -0.5% | i
COc1ccc(NC(=O)CCc2c(C)nc3c(-c4ccc(F)cc4)c(C)nn3c2C)c(OC)c1 | . | -6.1% | . | . | -2.7% | 5.2% | . | 0.0% | .
